# Screens: PubChem BioAssay, National Center for Advancing Translational Sciences (NCATS)
# LDHA block – blocks human lactate dehydrogenase A. activity change, % (values are at about 110 or 230 µM). purified LDHA, NADH/diaphorase-resazurin fluorescence; active compounds read low. P00338. hit rate 0.15% among 480,000; in the data active = activity change below about -30%; inconclusive = mostly about -25% to -30%;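 note: plate controls were DMSO wells for no effect and wells without enzyme for full effect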
#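 Enzyme activity of human lactate dehydrogenase 5 (2 nM; 0.06 mM NADH, 0.2 mM pyruvate, 5 min, RT) is measured via a resazurin/diaphorase fluorescence readout of residual NADH.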
# The depositor's hits bear a star; ? = inconclusive.
Molecule | LDHA block
O=C(Nc1ccc2oc(-c3ccc(F)cc3)nc2c1)c1ccccc1Cl | 6.8
Cc1ccccc1NC(=O)c1ccc2c(Cl)c3c(nc2c1)CCCC3 | -2.7
CN(Cc1ccc(-c2ccc(Cl)cc2)o1)C(=O)CNC(=O)c1ccccc1 | -6.6
CC(=O)c1cccc(-c2ccc(-c3nc4ccccc4c(=O)[nH]3)o2)c1 | -2.4
N#CCCn1c(SCC(=O)N(C2CCCCC2)C2CCS(=O)(=O)C2)nc2ccccc21 (configuration not stated) | 2.7
COc1ccccc1C1=NS(=O)(=O)N(C)C(C(=O)Nc2cccc(O)c2)=C1 | 14.1
Cc1ccc2oc(-c3cccc(NC(=O)c4ccc(C#N)cc4F)c3)nc2c1 | -6.5
CN(C)c1ccc(CNC(=O)c2nccnc2N)cn1 | -0.2
Cc1ccc(C2=CC(=O)CC(c3ccccc3)C2)cc1 (configuration not stated) | -2.4
CC(OC(=O)c1n[nH]c(=O)c2ccccc12)C(=O)Nc1c(F)cccc1F (configuration not stated) | -8.1
O=C(Cn1ccc(=O)[nH]c1=O)NC(c1ccc(Cl)cc1)c1cccs1 (configuration not stated) | -0.4
Cc1csc(NC(=O)c2nn(C(C)C)c(=O)c3ccccc23)n1 | -3.6
COc1ccc2c(C)c(CC(=O)NCc3ccc4c(c3)OCO4)c(=O)oc2c1 | -0.5
Cc1ccc(S(=O)(=O)NC2CC2)cc1C(=O)OCc1nc2ccccc2nc1C | 5.6
CCC(=O)N1c2ccccc2NC2=C(C(=O)CC(C)(C)C2)C1c1ccc(OC)c(OC)c1 (configuration not stated) | 2.2
Cc1ccc(C(C)(C)C)cc1SC(C(N)=O)c1ccccc1 (configuration not stated) | 8.4
CCn1nc(C(=O)Nc2cc(Cl)ccc2Oc2ccc(OC)cc2)c2ccccc2c1=O | 8.4
CN1C(=S)SC(C)(C)C1N(O)C=C1C=CC(=O)C=C1 (configuration not stated) | 3.9
CC(C)n1nnnc1SCCS(=O)(=O)c1cc(Cl)ccc1Cl | 1.9
Cc1cc(SCC(NC(=O)c2ccccc2)C(=O)O)c2cc(Br)ccc2n1 (configuration not stated) | -18.1
CCOC(=O)c1[nH]c(C=O)c(CC)c1C | 5.8
COc1cccc(CN2C(=O)c3ccccc3NC2c2ccc(OC)c(COc3ccc(NC(C)=O)cc3)c2)c1 (configuration not stated) | 7.1
Cc1ccc(CC(=O)NCCc2ccccn2)cc1 | -13.0
Cn1c(CC(=O)Nc2ccccc2)nnc1SCC(=O)c1ccc(C#N)cc1 | 4.3
Cc1ccccc1-c1cc(=O)c2cc(NC(=O)c3ccccc3F)ccc2o1 | -0.9
CCCC(=O)Nc1ccc2oc(-c3ccc(OC)c(Cl)c3)nc2c1 | -0.9
N#C/C(=C\c1ccc2c3c(cccc13)CC2)c1nc2ccccc2[nH]1 | 6.7
CCOc1ccc(-c2nc(C#N)c(NCc3ccc(Cl)cc3)o2)cc1 | 3.8
N#Cc1nc(C2CC2)oc1N1CCN(Cc2c(F)cccc2Cl)CC1 | 15.5
CCN(CC)S(=O)(=O)c1ccc(C(C)NCc2sccc2C)cc1 (configuration not stated) | 0.8
Cc1ccc(OCc2nc3ccccc3n2C(C(=O)NC(C)(C)C)c2ccccc2)cc1 (configuration not stated) | -2.1
CC(C)(C)C(=O)COC(=O)c1ccccc1Cl | 4.0
COc1ccc(NC(=O)C(c2ccccc2)n2c(=O)c(-c3ccco3)nc3ccccc32)cc1 (configuration not stated) | -1.6
COc1ccc(NC(=O)c2ncoc2-c2ccc(C)o2)c(OC)c1 | 7.4
Cc1ccnc(NC(=S)N2CCN(c3cccc(N(C)C)c3)CC2)c1 | 1.1
Cc1ccc(NC(=O)C(C)Sc2ccc(C(F)(F)F)cn2)cc1 (configuration not stated) | 0.8
Cc1cccc(C)c1NC(=O)C1(C)CN(S(C)(=O)=O)CC(=O)N1C1CC1 (configuration not stated) | -2.2
CCC(c1nnnn1-c1ccc2c(c1)OCCO2)N1CCN(c2ccccc2)CC1 (configuration not stated) | 2.1
CCNc1c(NC(=O)NCC2CCCO2)c(=O)oc2ccccc12 (configuration not stated) | -5.4
COC(=O)Cc1csc(NC(=O)Cc2c(C)c3cc(Cl)c(O)cc3oc2=O)n1 | 10.2
CCOC(=O)c1ccc(-n2cnc3c(c2=N)C(c2cccc(OC)c2)c2c(ccc4ccccc24)O3)cc1 (configuration not stated) | 0.5
CCCCCc1ccc(-c2ccc(CCC)cc2)nc1 | -0.7
COc1ccc(CCN2C(=O)CCC2(C)C(=O)NCc2ccc(C)cc2)cc1OC (configuration not stated) | 7.5
CCN(Cc1cc2cc(C)ccc2[nH]c1=O)S(C)(=O)=O | 3.3
Cc1ccc(S(=O)(=O)C(C)C(=O)c2ccc(Cl)cc2)cc1 (configuration not stated) | -5.2
Cc1cc(C)c2c(N)c(-c3ccc(C#N)cc3)sc2n1 | -0.9
O=C(Cn1c(=O)c2c(ncn2Cc2ccccc2)n(Cc2ccccc2)c1=O)NCCc1ccccc1 | 7.8
O=C(NC1CCCCC1)c1ccnc(Cl)c1 | -4.5

# Random excerpt: 4 entries already listed, in no set order.
Molecule | LDHA block
Cc1cccc(C)c1NC(=O)C1(C)CN(S(C)(=O)=O)CC(=O)N1C1CC1 (configuration not stated) | -2.2
CCCCCc1ccc(-c2ccc(CCC)cc2)nc1 | -0.7
Cc1ccc(S(=O)(=O)C(C)C(=O)c2ccc(Cl)cc2)cc1 (configuration not stated) | -5.2
COc1ccc(CCN2C(=O)CCC2(C)C(=O)NCc2ccc(C)cc2)cc1OC (configuration not stated) | 7.5

# (continued)
Molecule | LDHA block
Cc1ccc2c(COC(=O)C3CCCO3)cc(=O)oc2c1C (configuration not stated) | -15.9
COc1ccc(NC(C)c2nnc(-c3cccs3)o2)c(OC)c1 (configuration not stated) | ?
CC(CNC(=O)CCCNC(=O)C(C)(C)C)c1ccccc1 (configuration not stated) | 3.0
CCOC(=O)Cc1csc(NC(=O)Cc2c(C)c3c(OC)cc(C)cc3oc2=O)n1 | 3.5
Cn1cc(C(=O)NC2(C)CCS(=O)(=O)C2)c2ccccc21 (configuration not stated) | -7.8
CCCCNc1nc2c(c(=O)n(C)c(=O)n2C)n1C | 2.1
N#C/C(=C/c1c[nH]c2ccccc12)C(=O)N1CCCC1 | -0.6
COc1ccc2c(Nc3cc(OC)c(OC)c(OC)c3)c(C#N)cnc2c1 | 1.1
O=Cc1cc(Cl)ccc1OC(=O)/C=C/c1ccc(F)cc1 | 3.1
O=C1C(c2ccccc2)=S=C2C=Cc3ccccc3N12 | -1.4
Cc1cccc(-n2c(SCC(=O)N3CCCCC3)nc3ccccc3c2=O)n1 | -7.2
Cc1ccc(S(=O)(=O)NC2CC2)cc1C(=O)Nc1ccc(N2CCCCC2)c2ccncc12 | 65.8
CC1CCCN(S(=O)(=O)c2ccc(NC(=O)c3cc(=O)c4cc(Cl)ccc4o3)cc2)C1 (configuration not stated) | 0.9
COc1cc(C=O)ccc1OCCCCOc1ccc(Cl)cc1Br | -7.1
CCCCN(CCCC)C(=O)c1ccc(N)cc1 | 1.6
COC(=O)C1(C)Cc2ccc(C)cc2C(=O)O1 (configuration not stated) | 4.8
CCOC(=O)c1c(C)c(-c2ccccc2)n(CC(=O)NCCN(C)C)c1C | 4.9
O=C(C[n+]1ccc(C(=O)c2ccccc2)cc1)Nc1cccc([N+](=O)[O-])c1 | 10.4
CC(C)c1ccc(NC(=O)c2ccc3c(Cl)c4c(nc3c2)CCC4)cc1 | -9.6
C=CCN(CCc1ccccc1)C(=O)c1nn(C)c(=O)c2ccccc12 | 3.0
CCc1cccc2c(C(=O)COC(=O)c3ccccn3)c[nH]c12 | 8.1
Cc1cccc(NC(=O)CN(C)Cc2coc(-c3ccccc3)n2)c1C | 9.5
Cn1c(=O)[nH]c(=O)c2c1nc(N1CCN(CCO)CC1)n2Cc1cccc(Br)c1 | -1.1
Cc1ccc(C(=O)Nc2cccc(CCC(=O)N(C)C)c2)cc1 | 6.0
COc1ccc(NC(=O)C(=O)c2c(C)n(C)c3ccccc23)cc1OC | 1.3
CNc1nc(SCC(=O)Nc2cc(C)on2)nc2ccccc12 | 1.7
N#CC(C(=O)CCOCc1ccccc1)c1ccc2ccccc2n1 (configuration not stated) | 12.0
Fc1cc(Br)ccc1OCc1cc(-c2cccs2)on1 | 6.3
Clc1c(/C=N/Nc2ccccc2)sc2ccccc12 | -0.5
C=CCNCc1ccc(-c2ccc(C(=O)OC)cc2)o1 | 5.2
Cc1c(CC(=O)NCCc2ccccc2)c(=O)oc2cc(O)ccc12 | 6.1
COCCCNC(=O)CCn1ccc2cc(S(=O)(=O)N3CCCCC3)ccc21 | 4.5
O=C(Nc1ccc(Br)cc1)c1ccc2c(c1)CCC2 | 9.9
O=C(Cn1c(=O)c2c(ncn2C2CCCC2)n(Cc2ccccc2)c1=O)NCc1ccco1 | -11.2
Cc1ccc(NC(=O)c2cc3c(cc2C)OCCCO3)cc1C | 5.3
O=C(NCc1ccc2c(c1)OCCO2)N1CCN(S(=O)(=O)c2ccc(Cl)c(Cl)c2)CC1 | -9.2
Cc1sc(NC(=O)c2ccc(CN(C)C)cc2)nc1-c1ccc(Br)cc1 | 7.4
CCOC(=O)C1CCN(C(=O)c2cc(-c3cccc(OC)c3)n[nH]2)CC1 | 7.5
CC(C)NC(=O)NC(=O)CN(C)Cc1cccc(F)c1 | 1.8
COc1cccc(NC(=O)c2cc[n+]([O-])cc2)c1 | -3.1
Cn1nc(C(=O)OCc2nc(-c3cccc(F)c3)no2)c2ccccc21 | 6.6
COCCn1c(COc2ccccc2-c2ccccc2)n[nH]c1=S | -1.1
Cc1ccc(-n2nnnc2SCc2ncc(-c3ccccc3)o2)c(C)c1 | 4.4
Cc1ccc(-c2cnc(CCC(=O)Nc3cccc(F)c3)o2)cc1C | -1.3
COc1ccc(C(=O)N(Cc2ccccc2)Cc2ccccc2)cc1COc1ccc(NC(C)=O)cc1 | -3.2
Cc1ccc(NC(=O)C2Cc3ccccc3O2)cc1S(N)(=O)=O (configuration not stated) | 1.8
CCSc1ccccc1C(=O)Nc1nc2cc(OC)c(OC)cc2c(=O)[nH]1 | 0.6
C#CC(CC)(CC)NC(=O)c1cc(Cl)c(OC)c(OC)c1 | 9.5
O=C(CCCc1c[nH]c2ccccc12)Nc1ccc2ncccc2c1 | 9.6
Cc1c(Cl)cccc1N1CC(c2nc3ccccc3n2C(C)C)CC1=O (configuration not stated) | -4.9
COc1ccc(Cl)cc1C(=O)NCc1ccc(-c2nc3ncccc3o2)cc1 | 1.1
O=C(c1cc(-c2ccco2)[nH]n1)N1CCN(c2ccccn2)CC1 | 4.8
Cc1cccc(NC(=O)C23CCC(C)(C(=O)C2)C3(C)C)c1C (configuration not stated) | 1.6
CCCOC(=O)c1cc(-c2ccccc2)nc2ccccc12 | 16.0
Cc1ccc(NC(=O)CSc2ccc(N3CCC(C(=O)N4CCCCC4)CC3)nn2)cc1C | 11.3
Cc1ccc(-c2nn3c(C(C)C)nnc3c3ccccc23)cc1S(=O)(=O)N(C)CCO | 6.0
CCc1sc(C(=O)OCC(=O)N2CCC(c3ccccc3)=N2)cc1C | 7.3
CNC(=O)c1ccccc1NCC(=O)Nc1sc2c(c1C(=O)OC)CCCCC2 | -2.0
O=C(NC1CCCc2ccccc21)c1csc2c1CCCC2 (configuration not stated) | 7.4
Cc1ccc(-n2nc(CO)c(C(=O)NCc3ccc4c(c3)OCO4)n2)cc1 | -6.4

# Following part
Molecule | LDHA block
O=C(Cn1nc(-c2cccs2)c2ccccc2c1=O)NCCc1ccc(F)cc1 | -0.4
CC(=O)NC12CC3CC(C1)CC(C(=O)NCc1ccncc1)(C3)C2 | 0.7
Cc1ccc(CNC(=O)c2cc(=O)c3ccc(C)c(C)c3o2)cc1 | 0.8
Cc1[nH]c2ccccc2c1/C=N/N=C(c1ccccc1)c1ccccc1 | 0.4
C/C(=N\NC(=O)C1CC1c1ccc(C(C)(C)C)cc1)c1ccc2c(c1)CCCC2 (configuration not stated) | 2.5
Cc1nc(-c2ccc(OC(F)(F)F)cc2)sc1C(=O)N1CCCC1 | 2.6
Cc1cc(Oc2cccc(Cl)c2C#N)ccc1Cl | 6.2
COC(=O)C1(NC(=O)CSc2ccccc2F)CCCCC1 | 11.1
O=S(=O)(c1cccc2nsnc12)N(Cc1ccc2c(c1)OCO2)C1CCCC1 | 10.2
CC(c1ccccc1)N(C)C(=O)CSc1nc2ccccc2o1 (configuration not stated) | 6.0
CC(C)(C)C(=O)Nc1cccc(NC(=O)C2CCCCC2)c1 | -3.9
COc1ccc(SC(C)C(=O)NC(C)(C#N)C(C)C)cc1 (configuration not stated) | 12.6

# Grouped by structure, the compounds so far with a CF3 group
Molecule | LDHA block
Cc1ccc(NC(=O)C(C)Sc2ccc(C(F)(F)F)cn2)cc1 (configuration not stated) | 0.8
Cc1nc(-c2ccc(OC(F)(F)F)cc2)sc1C(=O)N1CCCC1 | 2.6

# Further entries:
Molecule | LDHA block
Cc1ccnc(NC(=S)Nc2cccc([S+](=O)([O-])Nc3ccccc3F)c2)c1 | -3.8
N#CCOc1ccc2ccccc2c1 | 5.3
CCN1CCC(NC(=O)CCc2ncc(-c3ccc(F)cc3)o2)CC1 | -0.7
COc1ccc(C(CNC(=O)CN2CCN(C(=O)C3CC3)CC2)c2c[nH]c3ccccc23)cc1 (configuration not stated) | -1.7
N#CCCn1c(-c2ccccc2)cc2ccccc21 | -0.4
COc1cccc(Oc2c(C)oc3cc(OCC(N)=O)ccc3c2=O)c1 | 7.8
CN(c1ccc(-c2csc(NC(C)(C)C)n2)cc1)S(C)(=O)=O | 2.7
COc1ccc(-c2nc3cc(NC(=O)c4cccs4)ccc3o2)cc1 | 17.6
CCc1cccc(C)c1Nc1c(-c2cc(OC)c(O)c(OC)c2)nc2cnccn12 | 65.3

# Taken from the entries so far (2 entries):
Molecule | LDHA block
COc1ccc(C(CNC(=O)CN2CCN(C(=O)C3CC3)CC2)c2c[nH]c3ccccc23)cc1 (configuration not stated) | -1.7
N#CCCn1c(-c2ccccc2)cc2ccccc21 | -0.4

# Some of the compounds tested. The share of hits here may be higher or lower than overall.
